Cneo AK release: causes C. neoformans cell lysis; adenylate kinase release luminescence, 4 h; normalised: neutral wells 0, clomiphene wells 100; lysis activity, % at 15 µM; 360,000 compounds, 0.2% hits; AID 651654;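 active = mean lysis activity across replicates of at least 80%, whatever share of replicates individually reach that level; inactive = mean lysis activity below 80%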
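Schedule: static 4 h at 37 °C with compound, 1 h detection; system: C. neoformans cells; benchmarks: Clomiphene as positive control; buffer or medium: fresh YPD medium; measure: luminescence rise reflecting yeast cell lysis; measured by: luminescent adenylate kinase detection reagent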
LGR2 antag: inhibitors of bursicon-induced Drosophila LGR2 receptor cAMP signaling | HEK293 LGR2, CRE-luciferase, bursicon-stimulated, 4 h | inhibition, % at 9.99 µM | 380,000 compounds, 0.35% hits;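 active = drop in luminescence signal, shown as inhibition above about 50% in the replicate tests, limit read from the data, passing the limit was not always enough; inconclusive = probably only some replicates passing the limit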;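 also: agonist challenge used bursicon conditioned medium at about half maximal strength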
miR122 inh: inhibitors of miR-122 in Huh7 cells | 340,000 compounds, 0.3% hits | Huh7 miR-122 Renilla luciferase sensor, 48 h; neutral wells = 0, positive control = 100 | AID 602342 | activation (reporter increase), % at 12.5 µM;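 active = mean replicate activation score at least 90 and every replicate individually at or above 90; inconclusive = only one of the two criteria met; inactive = neither criterion met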;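 also: higher luciferase means less miR-122 activity so hits act as miR-122 inhibitors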
EWS-Fli inh: EWS/Fli transcriptional activity inhibition; A673 NR0B1-luciferase reporter, viability-normalised; inhibition, % at 12.6 µM; 350,000 compounds, 0.67% hits; AID 651661;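 active = mean inhibition of at least 50% after viability correction, with every replicate also passing that limit; inconclusive = mean reaches 50% but only one of two replicates passes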;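 also: firefly luciferase signal divided by Alamar Blue viability fluorescence both relative to DMSO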
FN deposition inh: fibronectin deposition inhibition; AH1F fibroblasts, Alexa488-fibronectin deposition fluorescence, overnight; inhibition, % at 12.6 µM; 350,000 compounds, 0.086% hits; AID 743247;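 active = mean inhibition across replicates of 30% or more, regardless of how many single replicates reach that level; inconclusive = mean under 30% yet at least half of replicates reach 30%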;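 also: positive control wells lacked labelled fibronectin entirely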
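Material: AH1F fibroblasts assembling fluorescent fibronectin matrix; amount: 10000 AH1F cells/well; medium: DMEM, 2% serum; reagent: Alexa488-fibronectin, 24 nM final in well; dosing: single compound dose, delivered by pin transfer; incubation: 1 h adhesion, overnight exposure; detection: fluorescence after three HBSS washes, excitation 485 nm, emission 525 nm; measure: fibronectin deposition inhibition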
PAX8 reporter: PAX8 transcriptional activity inhibition | RMG-I TPO-luciferase reporter, SteadyGlo, 24 h | inhibition, % at 12.6 µM | 360,000 compounds, 1.2% hits | AID 652154;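 active = mean replicate inhibition at least 60% with every replicate also reaching 60%; inconclusive = only one of the two criteria is met; inactive = mean below 60% and not all replicates reaching 60%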;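 also: luciferase light reporting Pax8 driven TPO promoter activity; plate controls were median of neutral control wells for no effect and mitoxantrone controls for full effect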
Casp6 inh: inhibitors of human caspase-6. P55212. purified caspase-6, Z-VEID-R110 cleavage fluorescence. inhibition, % at 12.5 µM. 350,000 compounds, 0.53% hits;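 active = mean inhibition across replicates at least about 35%, with every replicate also reaching that limit, limit read from the data; inconclusive = only one of the two criteria met; inactive = neither criterion met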;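 also: 0% = median of neutral control wells and 100% = no fluorescence left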
Target sequence (P55212 24-179 limits assumed): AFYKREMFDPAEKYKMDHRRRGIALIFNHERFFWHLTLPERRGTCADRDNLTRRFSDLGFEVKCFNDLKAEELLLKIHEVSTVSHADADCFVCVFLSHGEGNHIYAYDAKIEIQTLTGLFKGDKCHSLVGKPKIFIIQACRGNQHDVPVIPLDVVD
Target sequence (P55212 194-293 limits assumed): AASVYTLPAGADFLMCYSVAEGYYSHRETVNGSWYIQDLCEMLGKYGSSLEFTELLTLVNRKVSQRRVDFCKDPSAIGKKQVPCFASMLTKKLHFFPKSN
PGC1a acetyl inh: lowers PGC1a acetylation signal in U2OS cells; AlphaScreen anti-acetyl-lysine; with virally co-expressed GCN5 acetyltransferase; inhibition, % at 15.6 µM; 350,000 compounds, 0.17% hits; AID 651687;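 active = every replicate shows inhibition of at least 40%; inconclusive = mean inhibition at least 40% but some replicate below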;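 also: 0% = neutral control wells and 100% = positive control wells; some results beyond the cut were filed as inactive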
Starred values were filed as active, the others as inactive; ? = inconclusive; · = no result given; & = joins results of further samples; [ ] = dose if it differs, or a comment.

SMILES	Cneo AK release	LGR2 antag	miR122 inh	EWS-Fli inh	FN deposition inh	PAX8 reporter	Casp6 inh	PGC1a acetyl inh
CC(C)C[C@H](CO)N(Cc1ccccc1)S(=O)(=O)N(Cc1ccccc1)[C@@H](CO)CC(C)C	-1	9	-6	27	-1	42	-2	-26
O=C(Nc1ccccc1)C1=C(N2CCOCC2)/C(=C/c2cccnc2)CC1	-2	·	0	·	0	·	·	9
CCOC(=O)Cc1cc(=O)n2[nH]c(C)c(-c3ccccc3OC)c2n1	0	-29	5	7	1	-1	1	-4
COc1ccc(CN(CC(=O)NC2CCCC2)C(=O)c2csnn2)cc1	0	3	3	-6	7	-12	0	-2
NC(=O)NC(=O)C[n+]1cccc(/C=N/O)c1	·	-9	·	-4	2	-1	-1	-8
COc1cc(C=C2C(=O)OC(C)(C)OC2=O)ccc1OCC(=O)Nc1ccccc1	·	-10	·	-69	·	-112	0	·
COc1ccc2c3c([nH]c2c1)[C@H](CO)N(Cc1cccc(F)c1)CC31CCN(C(C)=O)CC1	·	-26	·	18	-1	-17	-1	-12
CN(C)S(=O)(=O)Oc1cccc(C(=O)Nc2ccc(Cl)cc2)c1	-2	·	1	·	8	-126	·	9
Cc1c(C(=O)NCc2ccc3c(c2)OCO3)cccc1[N+](=O)[O-]	·	-32	·	1	-1	3	-2	·
CCOC(=O)/C(=C/c1c[nH]c2ccccc12)NC(C)=O	4	·	3	·	-2	7	·	-7
C[C@@H](NC(=O)[C@H]1N[C@H]2c3ccc(C4=CCCC4)c(=O)n3C[C@H]2[C@@H]1CO)c1ccccc1	2	13	·	-6	·	4	-1	·
Cc1ccc(Sc2cnc(N)nc2C)cc1	·	-15	·	-5	·	-28	1	22
C/C(CC(=O)Nc1cccc(Cl)c1Cl)=N\NC(=O)C(=O)NC1CCCCC1	-2	22	-4	0	-5	-2	-3	0
Cc1ccccc1S(=O)(=O)N1CCCc2nc(-c3ccccc3)ccc21	·	-17	·	10	0	-10	-3	·
CCN(C[C@H]1N[C@@](C)(C(=O)OC)[C@H]2C(=O)N(C)C(=O)[C@@H]12)S(=O)(=O)c1ccc(-c2ccccc2)cc1	3	-7	·	4	-4	-4	2	·
COc1ccc(CCNC(=O)CCCCCNc2nc(=S)[nH]c3ccccc23)cc1OC	2	-8	-2	·	-1	20	·	·
N#Cc1ccccc1S(=O)(=O)N1CCN(C(=O)c2cc3c(s2)CCC3)CC1	3	0	·	3	-3	·	17	·
O=C(COc1ccc(C(=O)NCc2cccnc2)cc1)Nc1cccc(C(F)(F)F)c1	1	-1	-2	18	·	20	-1	·
C[C@H](NC(=O)C[C@H]1C=C[C@H](NS(=O)(=O)c2cccc(F)c2)[C@@H](CO)O1)c1ccccc1	0	7	1[16.7 µM]	5	-5	-17	1	3
CCOC(=O)NC(=O)COC(=O)c1ccc(Sc2ncn[nH]2)c([N+](=O)[O-])c1	·	12	·	-1	0	33	4	15
Cc1ccc(Cl)cc1NC(=O)C1C2CCC(O2)C1C(=O)O (configuration not stated)	-1	13	-5	-6	-1	1	-2	·
Cc1noc(C)c1NC(=O)Nc1cccc2c1O[C@H](CN(C)C(=O)NC1CCCCC1)[C@@H](C)CN([C@H](C)CO)C2=O	0&-1	-25&-11	42[16.7 µM]	-2&5	-5&1	2	3&-4	2&0
NCC(=O)NCC(=O)NC1(C(=O)O)CCCC1	4	3	6	0	-4	16	-2	3
Cc1cc(-n2cccn2)ccc1CN1CCN(C2CCCC2)C(CCO)C1 (configuration not stated)	·	3	·	-4	·	3	2	-2
COCCN(C[C@@H]1[C@H](c2ccccc2)[C@@H](CO)N1C(C)=O)C(=O)c1ccncc1	45	-3	24[16.7 µM]	1	-18	24	-1	5
O=C(CN1CCN(S(=O)(=O)c2ccccc2Cl)CC1)NCC1(N2CCOCC2)CCCCC1	3	8	1	5	-3	-1	0	·
Cc1ccccc1NC(=O)c1sc2nc3c(c(-c4ccco4)c2c1N)CCCC3	0	·	8	·	7	·	·	-20
C/C=C/c1ccc2c(c1)O[C@H](CN(C)C(=O)Nc1ccc(OC)cc1)[C@H](C)CN([C@H](C)CO)S2(=O)=O	-3	-9	-10[16.7 µM]	-5	-1	·	-2	-5
Cn1cnc(S(=O)(=O)N2C[C@@H](O)COC[C@H]3O[C@H](CC(=O)NC4CCC4)CC[C@@H]32)c1	2	6	1[16.7 µM]	·	1	·	-8	-9
CC(CN1CCCCC1)c1ccccc1 (configuration not stated)	-1	7	0	12	3	-6	-22	-3
CC(c1nccs1)N(C)c1nc2nonc2nc1NC1CC1 (configuration not stated)	4	-4	-8	1	1	20	0	12
Cn1c2ccccc2c2cc(C(=O)N3CCOCC3)sc21	-1	·	1	·	-16	·	·	0
c1ccc(-n2c(-c3ccncc3)nnc2-c2ccco2)cc1	4	·	-7	·	2	-7	·	9
CCCc1nnc(NC(=O)C23CC4CC(CC(C4)C2)C3)s1	0	1	-2	-30	-6	-21	0	·
Cc1ccc(-c2nnn(CC(=O)N(CC(=O)NC3CCCC3)c3ccc(F)cc3)n2)o1	-1	23	-1	5	-2	2	5	-11
C[C@H](CO)N1C[C@H](C)[C@H](CN(C)C(=O)NC2CCCCC2)OCCCC[C@H](C)Oc2ccc(NC(=O)c3ccccc3)cc2C1=O	-10	14	0[16.7 µM]	-3	2	5	·	4
COc1cc(/C=N/NC(=O)CCc2n[nH]c(=O)[nH]c2=O)cc(OC)c1OC	·	3	-1	·	1	0	·	-3
C[C@@H]1CN([C@H](C)CO)C(=O)c2cc(NC(=O)Cc3ccccc3)ccc2O[C@@H]1CN(C)C(=O)Nc1ccc(C(F)(F)F)cc1	1	-9	-4[16.7 µM]	·	·	24	-10	-5
O=C(O)C[C@@H]1C=C[C@@H](NC(=O)c2ccncc2)[C@H](CO)O1	-2	-14	6[16.7 µM]	-2	-1	-8	3	-3
Cc1ccc(-n2ncc3c(=O)[nH]c(SCC(=O)N4CCOCC4)nc32)cc1	-2	·	-5	·	7	-2	·	9
COc1ccc(CCN(C)C(=O)COC(=O)/C=C/c2ccc(C)o2)cc1OC	-2	-13	-2	-2	3	-16	2	·
CCc1ccc(Nc2n[n+](-c3ccccc3)c(-c3ccc(OCc4ccccc4)cc3)s2)cc1	1	-30	4	6	0	8	0	-7
C#Cc1ccc([C@@H]2C=C(C(=O)N3CCOCC3)O[C@H](OCc3ccc(CO)cc3)C2)cc1	4	18	-4	2	-10	-5	·	-5
COc1ccc2c3c([nH]c2c1)[C@@H](CO)N(C(=O)c1ccccc1)CC31CCN(S(=O)(=O)c2cccs2)CC1	·	-2	·	-4	·	·	-1	?
CC(=O)c1ccc(-c2c(CCO)sc3ccccc23)cc1	·	-39	·	-59	·	-50	0	·
COc1cc(CN2CCCC(N3CCN(c4ccccc4C)CC3)C2)ccc1O (configuration not stated)	-1	1	·	5	-15	5	-9	·
CC(=O)Nc1ccc(-c2nnn(CC(=O)c3ccccc3)n2)cc1Cl	35	·	-5	·	1	·	·	-3
COc1ccc(CNC(=O)C2CC(=O)N(C3CCCCC3)C2)cc1 (configuration not stated)	-4	5	-4	2	-7	-2	-3	0
CCCCN(C1CCS(=O)(=O)C1)S(=O)(=O)c1cc(C)ccc1C (configuration not stated)	1	4	-5	-2	-4	8	0	·
COc1cc(CCC(=O)OCC(=O)Nc2c(F)cccc2F)cc(OC)c1OC	0	-1	0	-2	6	6	2	-5

An excerpt from above, limited to EWS-Fli inh.
Molecule	EWS-Fli inh
CCc1ccc(Nc2n[n+](-c3ccccc3)c(-c3ccc(OCc4ccccc4)cc3)s2)cc1	6
CC(CN1CCCCC1)c1ccccc1 (configuration not stated)	12
COCCN(C[C@@H]1[C@H](c2ccccc2)[C@@H](CO)N1C(C)=O)C(=O)c1ccncc1	1

Carrying on.
SMILES	Cneo AK release	LGR2 antag	miR122 inh	EWS-Fli inh	FN deposition inh	PAX8 reporter	Casp6 inh	PGC1a acetyl inh
COC(=O)C1=C(N)OC2=C(C(=O)CC(C)(C)C2)C1c1ccccc1OCC#N (configuration not stated)	·	6	·	-5	2	-1	-1	·
COC(CNC(=O)c1cn(C)c2ccc(S(=O)(=O)N(C)C3CCCCC3)cc2c1=O)OC	-1	0	30	·	1	12	1	·
COc1cccc(-c2ccc3c(c2)[C@H]2[C@H](CCN2C(=O)c2cnccn2)[C@H](CO)N3)c1	5	-29	-6[16.7 µM]	-2	0	-3	-3	7
O=C(NS(=O)(=O)c1cccc(F)c1)[C@H]1O[C@@H](n2ccc(=O)[nH]c2=O)[C@H](O)[C@@H]1O	·	-7	·	-11	8	-16	-3	·
CCNC(=O)[C@@H]1[C@@H](CO)[C@@H]2Cn3c(ccc(-c4ccccc4F)c3=O)[C@H]1N2CC	-7	13	-3[16.7 µM]	3	·	7	-2	·
Cc1oc(-c2ccccc2)nc1C(=O)OCC(=O)NC(C)c1ccccc1 (configuration not stated)	2	2	·	-5	5	-5	-2	0
Cc1cc(NC(=O)CCCn2nc([N+](=O)[O-])cc2C)no1	5	6	2	-2	8	2	2	5
COc1ccc(NC(=O)c2cc(-c3ccccc3Cl)on2)cc1OC	-1	-25	-12	-1	3	-2	-4	10
COC(=O)[C@@H](Cc1ccc(O)cc1)NC(=O)[C@H]1CCC(=O)N1C(=O)OCc1ccccc1	-1	8	-1	5	·	·	1	5
O=C(NNS(=O)(=O)c1ccccc1)Nc1ccc(F)cc1	0	3	·	-4	1	·	0	·
O=C(C[n+]1cccc(O)c1)Nc1ccc(Br)cc1	·	-12	·	-2	4	-16	1	·
CC(C)(C)NC(=O)C1CCN(S(=O)(=O)c2cccc(C(F)(F)F)c2)CC1	20	-4	-3	1	-6	7	3	-6
CCCN1[C@H](C(=O)NCC2CC2)[C@@H](CO)[C@@H]2Cn3c(ccc(-c4ccccc4)c3=O)[C@@H]21	54	13	7[16.7 µM]	3	·	-11	-2	·
Cc1nnsc1-c1nc2ccccc2[nH]1	3	·	-7	·	-5	-6	·	-11
O=C(O)c1cccc(NS(=O)(=O)c2ccc3c(c2)C(=O)c2ccccc2C3=O)c1	·	-10	·	3	-9	-10	10	-5
CC(=O)Nc1ccc(NC(=O)c2ccc(S(=O)(=O)N(C)c3ccccc3)cc2)cc1	3	2	·	6	·	-5	21	-2
COc1ccccc1-c1cc(C(=O)N2CCCCC2)no1	-2	-54	5	-55	-1	-213	-1	-5
Clc1cccc(Sc2ccc(-c3ccccn3)s2)c1	·	-1	·	-7	3	-13	1	-15
Cc1ccc(C(=O)NC(=S)Nc2cccnc2Cl)cc1	-2	26	-2	-39	3	-119	0	6
C[C@H]1CN([C@@H](C)CO)C(=O)c2cccc(NC(=O)CCCCCC(=O)Nc3ccccc3N)c2O[C@@H]1CN(C)Cc1ccc(-c2ccccc2)cc1	·	8	·	-6	·	37	0	-19
COc1ccc(C(CCN(Cc2ccc(OC)c(OC)c2)C(C)=O)C(C)C)cc1 (configuration not stated)	1	8	-7	-9	-3	1	-1	-4
CC1(c2nnc(-c3cccc(Cl)c3)o2)CC(c2cccc(Cl)c2)=NO1 (configuration not stated)	0	-5	-4	-4	-14	-22	3	2

Screening data deposited in PubChem by Broad Institute.
